High-throughput results deposited in PubChem BioAssay by National Center for Advancing Translational Sciences (NCATS).
NPSR antagonist: antagonists of human neuropeptide S receptor cAMP signaling. Q6W5P4. CHO-NPSR cells, cAMP TR-FRET, antagonist mode. AID 1461. 1% of 220,000 active. Potency, µM (series often up to 38.3 µM), inactives show at the top dose activity change, negative = inhibition, most hits filed as inhibitors; note: potency is the fitted concentration of half-maximal effect; % is set by controls: 0 for no effect and ±100 for the full control effect; nearly all actives have a fitted effect of over 50% in size; many of its hits are not listed in these tables
L3MBTL1 inh: L3MBTL1 (human) inhibition. Q9Y468. AlphaScreen L3MBTL1–H3K9me1 peptide binding. Potency, µM (titrated, usually from 57.1 µM), inactives show at the highest dose activity, negative = inhibition, most hits filed as inhibitors. 0.66% of 230,000 active. AID 485360; note: potency is the fitted concentration of half-maximal effect; % is set by controls: 0 for no effect and ±100 for the full control effect; nearly all actives have a fitted effect of over 60% in size
Target sequence (Q9Y468 whole entry, looked up): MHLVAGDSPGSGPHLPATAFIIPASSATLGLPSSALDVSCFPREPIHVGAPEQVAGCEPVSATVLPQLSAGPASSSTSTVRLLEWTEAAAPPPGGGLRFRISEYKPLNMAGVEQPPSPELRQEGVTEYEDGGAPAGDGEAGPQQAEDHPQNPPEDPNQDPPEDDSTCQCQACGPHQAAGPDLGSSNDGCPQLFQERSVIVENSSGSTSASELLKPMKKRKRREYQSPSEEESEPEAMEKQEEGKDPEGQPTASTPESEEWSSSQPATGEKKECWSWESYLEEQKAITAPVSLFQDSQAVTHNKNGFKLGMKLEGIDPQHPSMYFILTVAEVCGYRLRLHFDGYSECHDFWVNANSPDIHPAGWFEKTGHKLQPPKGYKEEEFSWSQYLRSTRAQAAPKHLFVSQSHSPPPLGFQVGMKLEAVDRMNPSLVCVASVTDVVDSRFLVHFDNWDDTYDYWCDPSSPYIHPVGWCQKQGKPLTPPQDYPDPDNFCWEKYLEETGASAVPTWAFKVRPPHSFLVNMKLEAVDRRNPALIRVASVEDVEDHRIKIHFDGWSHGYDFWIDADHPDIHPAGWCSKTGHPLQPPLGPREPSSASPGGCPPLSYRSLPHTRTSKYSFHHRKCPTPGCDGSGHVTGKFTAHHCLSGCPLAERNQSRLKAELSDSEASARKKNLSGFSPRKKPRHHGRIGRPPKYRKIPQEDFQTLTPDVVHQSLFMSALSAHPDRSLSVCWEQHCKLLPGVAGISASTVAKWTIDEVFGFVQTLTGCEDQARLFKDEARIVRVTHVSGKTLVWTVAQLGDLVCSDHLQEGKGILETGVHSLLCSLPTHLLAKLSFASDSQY
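First, the protein-peptide complex forms for 30 min at room temperature (L3MBTL1 50 nM, biotinylated H3K9me1 peptide 75 nM). Next, compounds are pin-transferred and incubated 30 min. Finally, AlphaScreen beads are added and read after 30 min.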
IMPase Li inh: IMPase inhibition in cells with lithium potentiation. CHO-M1 cells, IP1 TR-FRET (IP-One), carbachol + lithium. 0.35% of 210,000 active. Potency, µM (doses to about 59.4 µM), inactives show at the top dose activity, negative = IMPase inhibition, actives largely listed as inhibitors. AID 1457;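 note: IP1 builds up when IMPase is blocked and the TR-FRET signal falls; potency is the fitted concentration of half-maximal effect; plate controls were basal vehicle for no effect and high inhibitor control for full effect; nearly all actives have a fitted effect of over 50% in size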
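CHO-M1, 2000 cells/well, 16–30 h culture; cpd + low Li+, 30 min 37C; lysis with d2-IP1/Eu-anti-IP1 Ab, 10 min RT; TR-FRET 665/620 ratio and 620 channel; AC50 via Hill.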
HttQ103 aggreg: inhibitors of mutant huntingtin aggregate formation in PC12 cells | AID 1688 | 1.1% of 220,000 active | Potency, µM (top dose mostly 46.1 µM), for the others: at the highest dose activity change, negative = inhibition, hits mostly inhibitors | PC12 HttQ103-GFP aggregates, Acumen cytometry, 40 h; note: potency is the fitted concentration of half-maximal effect; % is set by controls: 0 for no effect and ±100 for the full control effect; nearly all actives have a fitted effect of over 60% in size
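Inducible Q103 Huntingtin exon 1–GFP PC12 line, 1500 cells/well in phenol red free DMEM with 5% equine and 5% calf serum. Tebufenozide 100 nM induced expression; compounds titrated; aggregates quantified by cytometry.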
Epigenetic reg: derepresses silenced GFP reporter in murine cells; murine LDR cells, GFP reporter derepression, 30 h; Potency, µM (top dose mostly 53.9 µM), inactives show top-dose GFP activation, hits mostly activators; 0.2% of 280,000 active; AID 1865; note: potency is the fitted concentration of half-maximal effect; % of control where 0% means no effect; nearly all actives have a fitted effect of over 60% in size
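Murine LDR cells carrying a silenced, genomically integrated CMV-driven GFP reporter were exposed to compound for 30 hours at 37 C. After PBS washes, GFP-positive cells (20–120 um objects) were counted by laser-scanning microplate cytometry.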
CBFb RUNX1 block: blocks binding between human CBF-beta and RUNX1; AlphaScreen CBFb-His/RUNX1-biotin binding, biochemical; Potency, µM (doses to about 59.8 µM), for inactives: at the highest dose activity, negative = inhibition, actives largely listed as inhibitors; 230,000 tested, under 10 active; AID 1477; note: % of control where 0% means no effect
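Room-temperature protein-protein interaction test with 30 nM each of His-tagged CBF-beta and biotinylated RUNX1, 15 min with compound, then 90 min with nickel plus streptavidin beads. Signal read in AlphaScreen mode.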
Luc counter: counter-screen: inhibitors of Kinase-Glo firefly luciferase; Q27757; Kinase-Glo luciferase, ATP luminescence, 8 min; Potency, µM (doses to about 38.3 µM), for the others: at the highest dose activity change, negative = inhibition, usual class: inhibitors; 0.28% of 200,000 active; note: potency is the fitted concentration of half-maximal effect; % is set by controls: 0 for no effect and ±100 for the full control effect; nearly all actives have a fitted effect of over 60% in size
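Compound is pinned into ATP-containing buffer (10 uM ATP, imidazole pH 7.2, 7 mM MgCl2). Kinase-Glo luciferase reagent is then added. Light output is recorded following an 8-min room-temperature incubation.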
* hit, by the source's call; ? = inconclusive; nt = not tested or not shown; & = joins results of further samples; [ ] = another dose, or the depositor's remark. Calls come from the whole dose curve; as a rule, active = well fitted curve in the direction sought with a large enough effect; inconclusive = small, poorly fitted or top-dose-only effect, or another doubt; inactive = no such curve, though single readings can be large; an effect the other way counts as inactive or inconclusive. This is a subset; the hit share may differ from the screen's.

1) COC(=O)CCc1c(C)c(C(=O)c2cc(F)c(F)c(F)c2F)c2ccccn12
2) Cc1ccc(-c2nnn(CC(=O)N(CC(=O)NC3CCCC3)c3cnc4ccccc4c3)n2)o1
3) COc1ccccc1NC(=O)c1ccc2c(c1)nnn2C
4) COc1cc(NC(=O)Cc2ccccc2)ccc1NC(=O)c1ccco1
5) CCOCC(=O)Nc1cc(-c2cn3cccnc3n2)ccc1C
6) CC(=O)c1nn(-c2ccccc2)cc1C(=O)c1cccc(Br)c1
7) COc1ccc(C(=S)Nc2ccc(N(C)C)cc2)cc1
8) Brc1ccc(-n2c(SCc3nc4ccccc4[nH]3)nnc2-c2ccncc2)cc1
entry no.	1	2	3	4	5	6	7	8
NPSR antagonist	-31.2%	-9.5%[46.1 µM]	-1.6%	-2.7%[46.1 µM]	3.1%[46.1 µM]	-11.9%	-14.0%[46.1 µM]	-2.1%
L3MBTL1 inh	-20.7%	nt	3.5%	-1.6%	2.9%	3.9%	nt	5.6%
IMPase Li inh	2.4%	-2.8%[38.3 µM]	-4.4%	11.5%[38.3 µM]	?	0.0%	20.4%[38.3 µM]	10.5%
HttQ103 aggreg	-13.7%	12.0%	nt	2.8%	29.6%	-2.6%	11.9%	-5.7%
Epigenetic reg	0.4%	-1.0%	2.2%	0.0%	-2.3%	-0.9%	-3.9%	2.0%
CBFb RUNX1 block	-3.5%	3.3%	4.5%	-2.5%	4.8%	6.6%	-15.2%	1.0%
Luc counter	5.0%	-1.8%	2.4%	-1.1%	-6.0%	-1.1%	-5.9%	6.1%

9) O=C(COC(=O)c1c(Cl)cccc1Cl)Nc1ccccc1Br
10) O=C(Nc1ccccc1)c1sc(Cl)nc1-c1ccccc1
11) Cc1ccccc1OCCn1cc(C(=O)C(=O)N2CCOCC2)c2ccccc21
12) CC(=O)Nc1ccc(C2=NNC(=NCC3CCCO3)SC2)cc1 (configuration not stated)
13) CC(C)C(=O)NC(c1ccccc1)c1cc([N+](=O)[O-])c2cccnc2c1O (configuration not stated)
14) CCN(CC)c1nc2c(c(=O)n(C)c(=O)n2C)n1CC(=O)c1ccccc1
15) CC(=O)Oc1ccccc1C(=O)O
16) CCOc1ccc(NC(=O)CCn2c(=O)[nH]c3ccsc3c2=O)cc1
entry no.	9	10	11	12	13	14	15	16
NPSR antagonist	-19.0%	-9.8%	-17.2%	-5.0%[46.1 µM]	-10.4%	-5.7%	-24.3%[46.1 µM]	-11.5%[46.1 µM]
L3MBTL1 inh	38.9%[activator]	11.9%	-9.3%	-0.4%	10µM*	5.3%	nt	nt
IMPase Li inh	7.5%	0.5%	22.0%	nt	-5.7%	nt	3.1%&1.3%&3.9%&-4.4%	0.3%[38.3 µM]
HttQ103 aggreg	-7.9%	-20.0%	-4.8%	-12.0%	8.91µM*	16.8%[9.22 µM]	-2.7%	1.8%
Epigenetic reg	0.0%	-0.9%	0.9%	0.0%	-3.2%	-1.0%	-0.1%&-0.5%	-2.9%
CBFb RUNX1 block	12.4%	7.3%	5.4%	-5.9%	nt	-1.6%	5.8%	-0.3%
Luc counter	-1.3%	-2.3%	2.5%	nt	1.2%	nt	-10.7%&-1.5%	3.7%

Sorted by heavy-atom count (descending): part of the list above.
11) Cc1ccccc1OCCn1cc(C(=O)C(=O)N2CCOCC2)c2ccccc21
9) O=C(COC(=O)c1c(Cl)cccc1Cl)Nc1ccccc1Br
10) O=C(Nc1ccccc1)c1sc(Cl)nc1-c1ccccc1
entry no.	11	9	10
NPSR antagonist	-17.2%	-19.0%	-9.8%
L3MBTL1 inh	-9.3%	38.9%[activator]	11.9%
IMPase Li inh	22.0%	7.5%	0.5%
HttQ103 aggreg	-4.8%	-7.9%	-20.0%
Epigenetic reg	0.9%	0.0%	-0.9%
CBFb RUNX1 block	5.4%	12.4%	7.3%
Luc counter	2.5%	-1.3%	-2.3%

(continued)
17) Cc1nn2c(nc1=O)NNC2(C)C(C)(C)C (configuration not stated)
18) Cc1cccc(NC(=O)Cn2cnc3c(oc4nc5c(cc43)COC(C)(C)C5)c2=O)c1
19) CC1CCN(CCOc2ccc(OCc3ccccc3)cc2)CC1
20) Cc1ccc2[nH]c(C)c(/C=N/Nc3nc4ccccc4s3)c2c1
21) O=C(Nc1ccc2c(c1)OCCO2)C1CCCN1S(=O)(=O)c1ccc(Cl)cc1 (configuration not stated)
22) COC(=O)c1ccc(C)c(NC(=O)Cc2coc3cc(OC)ccc23)c1
23) CCn1c(-c2ccc(F)cc2)n[nH]c1=S
24) CN(C(=O)COC(=O)c1ccc2c(c1)OCCO2)c1ccccc1
entry no.	17	18	19	20	21	22	23	24
NPSR antagonist	6.8%	10.0%[46.1 µM]	8.6%	-20.5%[46.1 µM]	-6.8%[46.1 µM]	-15.2%[46.1 µM]	-0.3%[46.1 µM]	12.6%
L3MBTL1 inh	4.4%	2.7%	-13.0%	-14.9%	nt	-2.4%	nt	3.9%[11.4 µM]
IMPase Li inh	2.1%	-16.7%	8.1%	14.9%[38.3 µM]	20.4%[38.3 µM]	-17.5%[38.3 µM]	26.5%[38.3 µM]	10.3%
HttQ103 aggreg	9.8%[9.22 µM]	-2.8%	2.4%	23.7%	14.1%	0.8%	-2.5%	3.1%
Epigenetic reg	?	?	-0.9%	4.7%	-1.0%	-0.5%	-1.1%	-0.1%
CBFb RUNX1 block	-12.6%	-0.1%	-4.6%	-19.1%	4.8%	-0.2%	-0.8%	8.5%
Luc counter	-1.3%	2.5%	0.9%	0.1%	-5.8%	-0.5%	0.8%	2.7%

25) CC(=O)N1CCC2(CC1)C(C#N)=C(N)Oc1n[nH]c(CSc3ccc(C)cc3)c12
26) CC1(C)Cc2c(c(N3CCCCC3)[nH]c(=S)c2C#N)CS1
27) COc1nccnc1NS(=O)(=O)c1ccc(NC(=S)NC(=O)c2cccc(F)c2)cc1
28) Nc1nc2c(ncn2C2OC(CO)CC2O)c(=O)[nH]1 (configuration not stated)
29) Cc1ccc(C(=O)OCC(=O)Nc2cc(F)ccc2F)cc1NC(=O)c1ccco1
30) CCCOc1ccc2c3c(c(=O)oc2c1OCCC)CCC3
31) Cc1cc(-c2ccc(F)cc2)nc2cc(C(N)=O)nn12
32) COc1cc(C(=O)Nc2ccc3oc(-c4cccnc4)nc3c2)cc(OC)c1OC
entry no.	25	26	27	28	29	30	31	32
NPSR antagonist	-8.3%[46.1 µM]	-1.5%[46.1 µM]	-9.5%	nt	-13.4%[46.1 µM]	-1.4%[46.1 µM]	2.1%[46.1 µM]	-1.3%
L3MBTL1 inh	-6.4%	-11.6%	-2.4%	nt	nt	19.5%	nt	6.8%
IMPase Li inh	3.5%[38.3 µM]	-1.9%[38.3 µM]	-4.6%	-0.6%	31.4%[activator][38.3 µM]	6.6%[38.3 µM]	5.8%[38.3 µM]	-0.5%
HttQ103 aggreg	7.8%[9.22 µM]	22.6%[9.22 µM]	7.3%	nt	-0.8%	?	-25.2%	-25.4%
Epigenetic reg	-1.4%	-0.8%	2.3%	0.1%	-6.9%	-0.9%	0.8%	-0.1%
CBFb RUNX1 block	-0.4%	-2.0%	-1.3%	nt	3.4%	14.9%	-8.2%	0.4%
Luc counter	-2.3%	1.4%	-16.5%	-2.9%	-0.8%	-1.3%	-1.2%	-3.0%

Down the list, from the results shown.
NPSR antagonist, entries 27 to 30 → -9.5%, nt, -13.4%[46.1 µM], -1.4%[46.1 µM]

(list continues)
33) CCc1ccc(C(=O)c2cncc(Br)c2)cc1
34) CCCCOc1ccc(CONS(=O)(=O)c2ccc(NC(C)=O)cc2)cc1Cl
35) COCCCNC(=S)N1CCC(C(=O)c2ccc3c(c2)OCCO3)CC1
36) CN1CCOCCOCCN(C)C(=O)N2CCOCCOCCN(CCOCC2)C1=O
37) CCn1c(=O)c2cc(C(=O)N3CCN(C(=O)c4ccco4)CC3)sc2c2ccccc21
38) O=C(/C=C\Nc1ccc2c(c1)OCO2)c1ccccn1
39) C=CCNc1cc(N2CCCC2)ccc1[N+](=O)[O-]
40) CCN(CC)S(=O)(=O)c1ccc2oc(SCc3ccc(F)cc3)nc2c1
entry no.	33	34	35	36	37	38	39	40
NPSR antagonist	-8.9%[46.1 µM]	-23.1%	8.0%	1.6%[46.1 µM]	7.8%	5.0%[46.1 µM]	-20.8%	-15.6%[46.1 µM]
L3MBTL1 inh	nt	0.5%	nt	nt	10.1%	-8.5%	?	71.4%[activator]
IMPase Li inh	-2.8%[38.3 µM]	4.1%	-1.9%	15.9%[38.3 µM]	9.1%	3.8%[38.3 µM]	16.1%	38.1%[38.3 µM]
HttQ103 aggreg	20µM*	6.1%	-30.6%	-4.5%	8.0%[9.22 µM]	-4.6%	11.2%	?
Epigenetic reg	-0.7%	0.0%	2.1%	0.0%	-1.2%	-1.3%	-3.6%	-19.0%
CBFb RUNX1 block	8.0%	-10.1%	-2.2%	-2.6%	3.0%	7.0%	6.8%	12.1%
Luc counter	12.9%	-3.0%	-1.8%	0.9%	nt	14.1µM*	7.1%	-0.5%

41) Cc1cccc(NC(=O)CSc2nsc(SCC(=O)Nc3cccc(C)c3)c2C#N)c1
42) O=[N+]([O-])c1cccc(-c2ccc(/C=N/n3c(-c4ccccc4)n[nH]c3=S)o2)c1
43) CSCCC(NC(=O)C1CCCCC1)c1nc2ccccc2[nH]1 (configuration not stated)
44) CCCSc1cc(=O)n(-c2ccccc2)nc1C(=O)OCC
45) COC(=O)c1c(NC(=O)CSc2nnnn2C)sc(C)c1C
46) CCOC(=O)c1ccccc1NC(=O)c1nc2nccc(C)n2n1
47) COCCNc1ccc(-c2nn(C)c(=O)c3ccccc23)cc1[N+](=O)[O-]
48) CCN(c1ccccc1)S(=O)(=O)c1ccc(C(=O)Nc2nnc(CSC)o2)cc1
entry no.	41	42	43	44	45	46	47	48
NPSR antagonist	-33.0%	-8.7%[46.1 µM]	3.4%	-4.4%[46.1 µM]	-2.5%[46.1 µM]	-19.2%[46.1 µM]	11.7%	-7.1%
L3MBTL1 inh	6.0%	-5.3%	37.4%[activator]	-3.5%	nt	nt	nt	43.3%[activator]
IMPase Li inh	-9.3%	-8.2%	nt	1.7%[38.3 µM]	23.6%[38.3 µM]	-3.2%[38.3 µM]	nt	-4.2%
HttQ103 aggreg	6.0%	?	-7.0%[9.22 µM]	?	-1.6%	3.6%	9.9%[9.22 µM]	?
Epigenetic reg	0.0%	?	0.1%	-0.9%	-1.0%	4.1%	?	-2.6%
CBFb RUNX1 block	4.1%	-1.4%	23.3%	-1.0%	-3.7%	1.0%	3.2%	-15.3%
Luc counter	-0.1%	0.6%	nt	1.3%	5.6%	-3.9%	nt	-1.7%
